# Tb PFK inh: inhibitors of T. brucei phosphofructokinase; T. brucei PFK, ADP-Glo luminescence; actives 0.17% (n = 330,000); Potency, µM (top dose mostly 57.5 µM), without a hit: at the highest dose activity, negative = inhibition, usual class: inhibitors; AID 485367;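 also: potency is read from the fitted curve at half-maximal effect; 0% = uninhibited 1x PFK enzyme wells and -100% = no-enzyme wells; nearly all actives have a fitted effect of over 60% in size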
# Target sequence (O15648 whole entry, looked up): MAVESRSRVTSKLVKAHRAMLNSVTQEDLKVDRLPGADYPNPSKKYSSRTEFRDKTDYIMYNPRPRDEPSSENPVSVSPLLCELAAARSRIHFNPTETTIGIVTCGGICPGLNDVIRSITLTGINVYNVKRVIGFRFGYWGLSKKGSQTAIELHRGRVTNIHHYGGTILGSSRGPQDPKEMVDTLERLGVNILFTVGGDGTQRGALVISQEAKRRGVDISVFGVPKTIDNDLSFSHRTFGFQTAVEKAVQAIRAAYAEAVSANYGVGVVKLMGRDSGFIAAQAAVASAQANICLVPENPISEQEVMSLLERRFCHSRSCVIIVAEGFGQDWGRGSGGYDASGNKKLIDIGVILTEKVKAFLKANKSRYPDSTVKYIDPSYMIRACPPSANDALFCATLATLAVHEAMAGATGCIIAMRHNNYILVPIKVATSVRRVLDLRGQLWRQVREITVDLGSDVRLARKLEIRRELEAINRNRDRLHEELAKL
#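 Compounds were pin-transferred as a titration series up to 57 uM into substrate buffer (0.5 mM F6P, 0.1 mM ATP, pH 8.0), then 1.25 nM PFK was added and reactions ran 45 min before ADP-Glo detection.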
# ELG1 genotoxic: inducers of genotoxicity in HEK293T ELG1-luciferase cells. HEK293T ELG1-luciferase reporter, luminescence, 16 h. Potency, µM (series often up to 46 µM), without a hit: at the top dose activity change, positive = activation, actives largely listed as activators. actives 1.3% (n = 330,000); also: potency is read from the fitted curve at half-maximal effect; % of control where 0% means no effect; nearly all actives have a fitted effect of over 60% in size
#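 16 hr compound incubation (37 °C, 5% CO2) of HEK293T cells carrying luciferase-tagged ELG1; luciferase then measured by ONE-Glo luminescence after 30 min at RT.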
# Giardia kill: Giardia lamblia killing; Giardia lamblia trophozoite viability; actives 0.15% (n = 340,000); AID 540267; activity change, % at 7.66 µM, hits read low; in the data active = activity change below about -80%; inconclusive = between about -30% and that limit;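 also: parasites exposed to compound for two days anaerobically before the ATP read; % is scaled to controls: 0 for no effect and ±100 for the full control effect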
#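 Trophozoites 100 cells/well + cpd; 48 hrs, 37 deg C, anaerobic. ATPLite 1-Step added, 15-30 min RT, luminescence read (ATP-based viability).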
# KCNH2 3.1 block: inhibitors of human KCNH2 3.1 potassium channel isoform | U2OS KCNH2 3.1, thallium flux FluxOr; stronger effect = lower value | activity change, % (tested at about 1.8 µM) | actives 0.95% (n = 340,000);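 active = maximum activity change below -70%; inconclusive = maximum activity change from -70% to -50%; inactive = maximum activity change above -50%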;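 also: thallium influx rate constant from kinetic fluorescence after stimulation buffer; % is scaled to controls: 0 for no effect and ±100 for the full control effect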
#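 We transduce U2OS cells with the mutant 3.1 virus, culture them overnight, load FluxOr with Red40 quencher for 45 min, then add stimulation buffer and read kinetically for 2 min to derive a normalized rate constant.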
# FBPA coupling cs: coupling enzyme interference in Giardia aldolase counter-screen. coupling enzyme system counterscreen, AmpLite Red fluorescence. activity change, negative = inhibition, % at 58.2 µM, hits read low. actives 0.67% (n = 290,000); in the data active = activity change below about -30%; also: % is scaled to controls: 0 for no effect and ±100 for the full control effect
#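 Activity here indicates interference with the coupling reaction, not aldolase inhibition. Compounds at 57.5 uM final met coupling enzymes for 10 min at RT; substrate and AmpLite Red detection followed, with a 525/598 nm fluorescence read after 20 min.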
# FLuc modulator: inhibits or activates purified firefly luciferase, miR-21 counter-screen. P08659. purified FLuc, Km substrates, luminescence inhibition. Potency, µM (highest dose often 57.5 µM), without a hit: at the top dose activity change, negative = inhibition, most hits filed as inhibitors. actives 6.9% (n = 360,000);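 also: potency is read from the fitted curve at half-maximal effect; plate controls were vehicle for no effect and reference inhibitor for full effect; nearly all actives have a fitted effect of over 55% in size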
#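 Biochemical qHTS of compounds, final roughly 60 µM downward over six points, against 10 nM purified firefly luciferase using Km concentrations of substrates (10 uM D-luciferin, 10 uM ATP) in Tris acetate pH 7.5 buffer; luminescence output.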
# NPC1 prom act: NPC1 promoter activation | actives 2.4% (n = 320,000) | Huh7 NPC1 promoter luciferase reporter, 24 h | Potency, µM (top dose mostly 9.22 µM), inactives show at the highest dose activation, usual class: activators | AID 485313;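 also: potency is read from the fitted curve at half-maximal effect; % of control where 0% means no effect; nearly all actives have a fitted effect of over 60% in size; reporter is driven by a mutant NPC1 promoter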
#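 Readout is luciferase luminescence, reflecting NPC1 promoter activation in stably transfected Huh7 cells after 24 h compound exposure at 37 °C in reduced-serum medium with 10% FBS.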
# Rab9 promoter act: activates the Rab9 promoter; AID 485297; Huh7 Rab9 promoter-luciferase reporter, luminescence, 24 h; actives 2.8% (n = 320,000); Potency, µM (series often up to 9.22 µM), inactives show at the highest dose activation, negative = inhibition, usual class: activators; also: potency is read from the fitted curve at half-maximal effect; % of control where 0% means no effect; nearly all actives have a fitted effect of over 60% in size
#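 Steps: seed 1500 Huh7 Rab9-luc cells per well, rest 2 h at 37 °C; add compound in DMSO; incubate 24 h; add luciferase reagent, 10 min ambient; read luminescence.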
# uPA generation: inhibitors of cell surface uPA generation; cell surface uPA generation assay, qHTS; actives 0.31% (n = 330,000); Potency, µM (titrated, usually from 38.3 µM), inactives show top-dose activity change, negative = inhibition, usual class: inhibitors; active = well fitted inhibition curve with a large enough effect; inconclusive = small, poorly fitted or top-dose-only effect; inactive = no such curve, though single readings can be large or run the other way; tested in mouse RAW 264.7 cells; also: potency is read from the fitted curve at half-maximal effect; % is scaled to controls: 0 for no effect and ±100 for the full control effect; nearly all actives have a fitted effect of over 55% in size
# VP16 counter: inhibits Gal4-VP16 luciferase reporter, ROR gamma counter-screen; Drosophila S2 Gal4-VP16 UAS-luciferase, luminescence, 20 h; actives 3.5% (n = 310,000); Potency, µM (doses to about 53.6 µM), for inactives: top-dose activity, negative = inhibition, hits mostly inhibitors;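 also: Gal4-VP16 expression switched on by copper sulfate through the metallothionein promoter; potency is read from the fitted curve at half-maximal effect; % is scaled to controls: 0 for no effect and ±100 for the full control effect; nearly all actives have a fitted effect of over 50% in size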
# RORg inh: blocks mouse ROR gamma transcriptional activity. P51450. Drosophila S2 Gal4-RORgamma UAS-luciferase reporter, 20 h. Potency, µM (titrated, usually from 53.6 µM), without a hit: at the top dose activity change, negative = inhibition, usual class: inhibitors. actives 5.4% (n = 310,000); also: potency is read from the fitted curve at half-maximal effect; % is scaled to controls: 0 for no effect and ±100 for the full control effect; nearly all actives have a fitted effect of over 60% in size
# Target sequence (P51450 whole entry, looked up, the tested form may be a part): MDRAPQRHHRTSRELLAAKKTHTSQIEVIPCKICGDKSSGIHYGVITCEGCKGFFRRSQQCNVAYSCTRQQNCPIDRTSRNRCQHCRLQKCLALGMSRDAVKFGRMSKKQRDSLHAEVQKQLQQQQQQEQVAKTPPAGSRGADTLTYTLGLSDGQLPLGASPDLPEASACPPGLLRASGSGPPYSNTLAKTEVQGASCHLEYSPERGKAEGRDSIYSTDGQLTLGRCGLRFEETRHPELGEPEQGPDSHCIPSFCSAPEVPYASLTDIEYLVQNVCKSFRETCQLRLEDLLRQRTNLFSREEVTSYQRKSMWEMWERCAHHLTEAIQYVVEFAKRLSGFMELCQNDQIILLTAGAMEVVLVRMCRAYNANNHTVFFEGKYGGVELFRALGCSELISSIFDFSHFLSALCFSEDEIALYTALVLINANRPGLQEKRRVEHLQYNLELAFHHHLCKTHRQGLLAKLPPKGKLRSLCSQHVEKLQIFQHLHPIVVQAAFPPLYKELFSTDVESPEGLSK
#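 Luciferase reporter read in Schneider cells carrying Gal4-RORγ (mouse) and UAS-Photinus luciferase; cells given compound 1 h before 700 uM copper sulfate induction, then incubated 20 h at ambient temperature.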
# * marks the source's active call; other numbers are inactive results; ? = inconclusive; nt = no result given; & = joins results of further samples; [ ] = remark or other dose. Unless noted, calls follow the shape of the dose curve; as a rule, active = well fitted curve in the direction sought with a large enough effect; inconclusive = small, poorly fitted or top-dose-only effect, or another doubt; inactive = no such curve, though single readings can be large; an effect the other way counts as inactive or inconclusive.
SMILES,Tb PFK inh,ELG1 genotoxic,Giardia kill,KCNH2 3.1 block,FBPA coupling cs,FLuc modulator,NPC1 prom act,Rab9 promoter act,uPA generation,VP16 counter,RORg inh
O=C(COC(=O)/C=C/c1ccc(Cl)cc1)Nc1ccc2c(c1)OCCO2,-1.6%,0.1%,-10.8,4.5,2.4,0.0%,0.9%,-3.9%,14.4%,-5.7%,-11.9%
Cc1ccnc(SCC(=O)N2CCCc3ccccc32)n1,-2.3%,8.4%,-8.6,-0.4,0.3,-6.4%,-0.3%,-3.7%,-25.0%,6.8%,3.9%
COc1ccc(N2C(=O)CCC2(C#N)c2ccc(Br)cc2)cc1 (stereo not given),3.8%,3.9%,11.7,-9.2,2.8,1.2%,0.8%,-1.5%,2.1%,-16.0%,29.3%
O=C(NCCN1CCOCC1)NC1(C(F)(F)F)Oc2ccccc2O1,-8.6%,-1.7%,-1.6,1.7,2.9,-2.0%,-7.1%,-19.4%,-15.1%,-3.8%,-31.1%
O=C(O)c1ccc(CN(c2ccccn2)S(=O)(=O)c2ccccc2)cc1,2.3%,-1.5%,12.1,14.4,5.6,4.1%,-2.7%,6.1%,8.0%,-7.0%,1.6%
Cc1cnc(CN(C)C(=O)c2cc(COc3c(F)cccc3F)on2)[nH]1,-0.3%,0.1%,-7.6,2.9,2.1,3.4%,-4.8%,-4.9%,-3.1%,3.1%,6.3%
C=C[C@H](Cc1ccccc1)N(Cc1ccccc1)S(=O)(=O)N(Cc1ccccc1)[C@H](C=C)Cc1ccccc1,2.0%,-0.6%,-26.3,8.9,nt,nt,nt,nt,2.6%,nt,nt
COc1ccc(C2=NN(S(=O)(=O)c3ccccc3)C(c3ccccc3)C2)cc1 (stereo not given),1.9%,-3.0%,-1.4,-3.0,0.1,-2.5%,-0.1%,0.5%,-9.2%,-0.2%,11.8%
COc1ccc(C(=O)CSc2nnc(-c3ccc(C)cc3)o2)cc1,-12.1%,?,-10.6,-13.0,0.7,-0.6%,0.2%,-7.1%,nt,-6.2%[0.365 µM],38.9%
Cc1ccc(S(=O)(=O)/N=C(/Sc2ccccc2C(=O)O)c2ccccc2)cc1,-4.4%,1.5%,?,-11.8,nt,-4.0%,-0.6%,2.4%,5.6%,-2.1%,-6.6%
Cc1sc(NC(=O)CN2CCOCC2)nc1-c1ccc2c(c1)CCN2S(=O)(=O)c1ccccc1,-1.3%,-12.1%,20.5,4.2,1.1,0.0%,-17.4%,-35.1%[inhibitor],-14.2%,5.62µM*,7.08µM*
CSC(=NC#N)N1CCN(C(=NC#N)SC)CC1,-24.1%,-4.9%,-7.4,-11.8,2.0,-0.5%,0.2%,15.1%,-5.8%,-14.0%[10 µM],14.9%
CCOC(=O)c1nn(-c2ccc(C)cc2)c(C)c1C(C)=O,nt,nt,-10.1,11.8,2.8,-3.7%,nt,nt,-0.8%,2.3%,15.7%
CC1(C)Oc2ccc(C(=O)NC3CCCCC3)cc2N(CC#N)C1=O,-1.4%,-3.2%,12.2,-1.4,0.5,-1.1%,-0.5%,-0.1%,3.2%,12.5%,10.0%
CC(C)(C)c1nc(NCCN2CCOCC2)c2nnn(Cc3ccccc3Cl)c2n1,3.1%,-10.3%,5.2,-8.7,-3.7,-7.3%,-6.6%,-4.5%,nt,?,-42.9%
O=C(CSc1ncn[nH]1)N1N=C(c2ccc(Cl)cc2)CC1c1ccco1 (stereo not given),3.2%,2.7%,5.5,-12.3,1.6,-10.8%,-8.9%,-9.5%,-1.4%,10.3%,18.3%
COCCNC(=O)C(=O)N/N=C/c1ccc(C(=O)OC)cc1,-1.0%,0.8%,7.4,3.6,5.4,-15.0%,-1.3%,-0.9%,2.0%,-10.6%,-0.1%
CN(C(=O)CSc1cn(CC(=O)N2CCOCC2)c2ccccc12)c1ccccc1,-0.1%,0.0%[9.26 µM],6.6,1.2,-4.1,3.9%&6.8%,?,8.6%,-12.6%,1.9%,13.4%
COC(=O)C1C(=O)C2=C(CC1C)NC(C)=C(C(=O)OCCOc1ccccc1)C2c1ccc(C)o1 (stereo not given),3.6%,-6.7%,4.9,16.3,1.7,-9.3%,-7.0%,-3.2%,2.4%,-4.0%,-36.7%
CCOC(=O)N1CCN(C(=O)CNC(=O)c2ccc(Cl)cc2)CC1,-12.4%,1.0%,1.8,nt,nt,2.2%,0.3%,8.2%,-1.3%,4.7%,5.8%
O=C(NCc1cccnc1)c1ccc(CN2CCc3ccccc3C2)cc1,?,-1.3%,3.7,6.7,2.4,7.0%,-1.7%,0.1%,-0.4%,-13.2%,-8.3%
CC(=O)Oc1c(Sc2ccccc2[N+](=O)[O-])c(C)nn1C(C)(C)C,-5.1%,-1.0%,-20.3,-2.2,5.7,-19.4%,0.7%,3.5%,-2.5%,7.2%,4.0%
CC1CCCC(C)N1C(=O)Cn1c(=O)sc2ccccc21 (stereo not given),-3.3%,-2.5%,8.0,3.0,0.9,3.3%,-4.3%,3.3%,-5.9%,2.2%,-3.3%
NS(=O)(=O)c1ccc(CCNC(=O)CSc2nc3ccccc3c(=O)n2CCN2CCOCC2)cc1,0.3%,-0.7%,-5.0,-10.4,0.1,-3.0%,-3.7%,-0.1%,2.1%,-9.0%,-1.7%
COc1cccc(-c2ccc(=O)n(CC(=O)Nc3ccc(C(=O)N4CCCC4)cc3)n2)c1,1.5%,4.2%,1.7,6.2,1.0,?,0.6%,-3.6%,-11.7%,15.7%,15.8%

# The results go on.
SMILES,Tb PFK inh,ELG1 genotoxic,Giardia kill,KCNH2 3.1 block,FBPA coupling cs,FLuc modulator,NPC1 prom act,Rab9 promoter act,uPA generation,VP16 counter,RORg inh
O=C(CN(Cc1ccco1)C(=O)c1nsc(Cl)c1Cl)NC1CCCCC1,7.2%,-3.3%,5.8,-5.4,0.2,2.7%,-6.1%,-3.0%,1.9%,8.8%,2.7%
COc1ccc([C@@H]2C[C@H](c3ccccc3)Oc3cc(C)cc(C)c32)cc1,4.5%,-1.1%,4.8,nt,0.8,-1.8%,-4.3%,-0.3%,-3.3%,4.5%,5.3%
Cc1cccc(OCCCN2CCCCCC2)c1,-6.8%,-8.0%,6.5,-1.8,0.0,2.5%,-2.7%,-11.5%,-4.6%,0.1%,7.0%
CN1CCN(/N=C/c2ccc(C#N)cc2)CC1,-2.1%,5.2%,-9.8,0.0,-2.5,-2.9%,11.0%,?,3.2%,9.4%,14.6%
O=C(NCCCc1ccc(F)cc1)C1CCC(=O)N(CC2CCCCC2)C1 (stereo not given),-5.3%,1.2%,2.3,-19.2,nt,-0.5%,-9.6%,-3.1%,3.7%,1.4%,21.8%
CCCCNC(=O)CNC(=S)N(Cc1ccccc1)Cc1cccnc1,5.2%,-3.6%,-11.2,-21.2,3.6,2.6%,-2.5%,-1.6%,-5.5%,-10.2%,20.5%
COc1cc2ccccc2cc1C(=O)N1CCOCC1,-4.4%,3.9%,-16.5,6.6,nt,4.4%,-0.8%,-1.4%,2.1%,nt,nt
CCOc1cc(/C=N/n2c(C)nnc2C)ccc1O,-2.8%,8.8%,-7.9,12.1,2.9,1.4%,2.7%,-3.5%,-7.2%,0.5%,0.4%
CCOc1ccc(C(=O)Nc2ccc(NC(=O)c3ccco3)c(Cl)c2)cc1Cl,3.0%,?,-6.3,-72.1*,2.7,-4.0%,-5.3%,-5.7%,1.3%,6.0%,35.6%
Cc1ccc(SC(CC(=O)c2ccc(C)cc2)C(=O)O)cc1 (stereo not given),19.7%,-2.7%,-8.5,-5.2,15.3,-15.0%,4.2%,-1.0%,-7.6%,?,?
COc1ccc2cc3cc(C(=O)N4CCCC(C)C4)oc3nc2c1 (stereo not given),-4.5%,?,-13.5,-1.5,-1.5,5.36µM*,2.51µM*,2µM*,-7.1%,-6.6%,-17.9%
O=C(CSc1nnc(-c2ccccc2)c(-c2ccccc2)n1)N1CCOCC1,2.0%,-1.5%,1.6,11.4,-2.5,-1.5%,1.4%,0.2%,-3.4%,-1.9%,-11.1%
O=C(COc1ccccc1Cl)N(Cc1ccco1)C1CCS(=O)(=O)C1 (stereo not given),-0.1%,0.4%,-0.8,-5.6,-2.3,-1.8%,-3.6%,7.5%,4.0%,-3.0%,7.0%
O=C(c1ccccc1)c1ccc(C(=O)N2CCN(c3ccccc3)CC2)cc1,3.1%,-0.7%,-11.7,-1.5,nt,4.2%,1.5%,-2.9%,-12.7%,-20.3%,-4.5%
CC(C)c1ccc(NC(=O)COC(=O)[C@@H]2CCCN2C(=O)c2cccs2)cc1,-2.4%,7.8%,-10.4,-1.2,nt,nt,nt,nt,-3.8%,nt,nt
Cc1cc(C(=O)Nc2ccc(N3CCCC3)c(Cl)c2)ccc1[N+](=O)[O-],-0.7%,7.4%,0.9,-2.9,-9.8,?,19.8%,24.1%,-6.4%,-1.7%,?
O=C(Nc1ccc(F)cc1)NC1CCN(Cc2nnnn2Cc2ccco2)CC1,-3.8%,8.6%,-4.1,4.2,3.9,0.9%,-2.5%,0.3%,nt,2.4%,21.9%

# Screens from PubChem.
